# RECQ1 helicase = qHTS Assay for Inhibitors of RecQ-Like Dna Helicase 1 (RECQ1); ATP-dependent DNA helicase Q1 (Homo sapiens), P46063; RECQ1 DNA unwinding, red fluorescence kinetic read; Potency, µM (titrated, usually from 57.3 µM), for the others: at the highest dose activity, negative = inhibition, actives largely listed as inhibitors; hit rate 0.54% among 240,000;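 further: plate controls were vehicle for no effect and no enzyme for full effect; nearly all actives have a fitted effect of over 30% in size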
# Target sequence (P46063 whole entry, looked up): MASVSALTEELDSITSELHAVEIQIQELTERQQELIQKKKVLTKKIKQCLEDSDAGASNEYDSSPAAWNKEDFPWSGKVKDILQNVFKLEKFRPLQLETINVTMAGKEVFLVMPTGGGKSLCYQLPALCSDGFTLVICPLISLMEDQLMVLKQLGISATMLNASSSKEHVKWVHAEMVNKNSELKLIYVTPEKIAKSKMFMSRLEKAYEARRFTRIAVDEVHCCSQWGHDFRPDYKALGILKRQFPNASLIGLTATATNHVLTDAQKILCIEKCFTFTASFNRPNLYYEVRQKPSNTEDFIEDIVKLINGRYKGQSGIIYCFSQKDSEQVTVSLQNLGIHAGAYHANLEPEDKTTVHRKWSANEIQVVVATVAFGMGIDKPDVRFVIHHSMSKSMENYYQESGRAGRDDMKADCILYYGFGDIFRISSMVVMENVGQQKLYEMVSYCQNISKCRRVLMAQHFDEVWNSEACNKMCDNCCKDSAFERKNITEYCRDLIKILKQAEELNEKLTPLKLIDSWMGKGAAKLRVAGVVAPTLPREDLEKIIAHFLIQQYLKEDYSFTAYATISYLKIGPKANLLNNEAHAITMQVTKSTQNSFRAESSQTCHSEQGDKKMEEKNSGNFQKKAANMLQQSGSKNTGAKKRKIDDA
#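 50 nM RECQ1T1 preincubated 15 min with compound in Tris pH 8.0 buffer with MgCl2, DTT, Tween-20 and 2.5 ug/ml poly(dI-dC); started with 200 nM TAMRA/BHQ-2 forked duplex and 2 mM ATP. Unwinding read as fluorescence (525/598 nm), two reads 2 h apart.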
# Epigenetic reg = Quantitative High-Throughput Screen for Regulators of Epigenetic Control. murine LDR cells, GFP reporter derepression, 30 h. AID 1865, 2009. hit rate 0.2% among 280,000. Potency, µM (titrated, usually from 53.9 µM), for the others: at the top dose GFP activation, most hits filed as activators; further: % of control where 0% means no effect; nearly all actives have a fitted effect of over 60% in size
#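 GFP-positive cell count by laser-scanning cytometry (objects 20–120 um) after 30 h, 37 C compound exposure of murine LDR cells; reporter is CMV-GFP integrated at a silenced locus, inducible by HDAC or DNMT inhibitors.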
# IMPase Li inh = qHTS Assay for Identifying the Cell-Membrane Permeable IMPase Inhibitors: Potentiation with Lithium | CHO-M1 cells, IP1 TR-FRET (IP-One), carbachol + lithium | Potency, µM (top dose mostly 59.4 µM), inactives show at the highest dose activity, negative = IMPase inhibition, most hits filed as inhibitors | hit rate 0.35% among 210,000;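 further: IP1 builds up when IMPase is blocked and the TR-FRET signal falls; plate controls were basal vehicle for no effect and high inhibitor control for full effect; nearly all actives have a fitted effect of over 50% in size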
#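 CHO cells stably expressing M1 receptor (2000/well) were cultured 16–30 h, then exposed to compounds with a small lithium addition for 30 min at 37C. IP1 was measured by TR-FRET competition; AC50 from Hill fits.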
# Luc counter = Counterscreen for Luciferase (Kinase-Glo TM) Inhibition; Kinase-Glo luciferase, ATP luminescence, 8 min; Potency, µM (series often up to 38.3 µM), inactives show top-dose activity change, negative = inhibition, hits mostly inhibitors; hit rate 0.28% among 200,000; AID 1379, 2008; further: on the % scale 0 is the no-effect control and ±100 the full control effect; nearly all actives have a fitted effect of over 60% in size
#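 Compounds were added to a substrate mix at pH 7.2 (50 mM imidazole, 10 uM ATP, within the enzyme's linear range), followed by Kinase-Glo detection reagent; luminescence was measured after 8 minutes at ambient temperature.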
# SMN2 splice up = qHTS Assay for Enhancers of SMN2 Splice Variant Expression. hit rate 2.8% among 210,000. Potency, µM (top dose mostly 46.1 µM), inactives show at the top dose activity change, positive = activation, most hits filed as activators. HEK293 SMN2-luciferase splicing reporter, luminescence, 30-36 h; further: % of control where 0% means no effect; nearly all actives have a fitted effect of over 55% in size
#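 qHTS luciferase splicing reporter: luminescence rises when SMN2 exon 7 is included in transfected HEK293 cells. Compound exposure lasted 30-36 h at 37C, with 4.5 mM final sodium butyrate as control, followed by a ONE-Glo read.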
# GoLoco inh red = qHTS Assay for Inhibitors of RGS12 GoLoco Motif Activity (Red Fluorophore) | Guanine nucleotide-binding protein G(i) subunit alpha-1 (Homo sapiens), P63096 | Gai1:RGS12 GoLoco peptide FP, rhodamine, 10 min | Potency, µM (top dose mostly 61.6 µM), for inactives: at the top dose activity, negative = inhibition, usual class: inhibitors | hit rate 0.44% among 230,000 | AID 880, 2007; active means well fitted inhibition curve with a large enough effect, not every such curve was filed as active; inactive means no such curve, though single readings can be large or run the other way; further: on the % scale 0 is the no-effect control and ±100 the full control effect; nearly all actives have a fitted effect of over 30% in size; many of its hits are not listed in these tables
# NPSR antag = qHTS Assay for Antagonists of the Neuropeptide S Receptor: cAMP Signal Transduction | AID 1461, 2008 | CHO-NPSR cells, cAMP TR-FRET, antagonist mode | Potency, µM (doses to about 38.3 µM), for the others: at the highest dose activity change, negative = inhibition, most hits filed as inhibitors | hit rate 1% among 220,000 | Q6W5P4; further: on the % scale 0 is the no-effect control and ±100 the full control effect; nearly all actives have a fitted effect of over 50% in size; many of its hits are not listed in these tables
# KDM4E inh = qHTS Assay for Inhibitors of Human Jumonji Domain Containing 2E (JMJD2E) | JMJD2E catalytic domain, FDH-coupled NADH fluorescence (FDH is formaldehyde dehydrogenase) | Potency, µM (series often up to 57.1 µM), for the others: at the top dose activity change, negative = inhibition, actives largely listed as inhibitors | hit rate 1.6% among 230,000; active means well fitted inhibition curve with a large enough effect, not every such curve was filed as active; inconclusive means small, poorly fitted or top-dose-only effect, or another doubt; inactive means no such curve, though single readings can be large or run the other way;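 further: 0% = wells with enzyme and -100% = buffer wells without enzyme; nearly all actives have a fitted effect of over 50% in size; many of its hits are not listed in these tables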
# Target sequence (B2RXH2 1-337 limits assumed): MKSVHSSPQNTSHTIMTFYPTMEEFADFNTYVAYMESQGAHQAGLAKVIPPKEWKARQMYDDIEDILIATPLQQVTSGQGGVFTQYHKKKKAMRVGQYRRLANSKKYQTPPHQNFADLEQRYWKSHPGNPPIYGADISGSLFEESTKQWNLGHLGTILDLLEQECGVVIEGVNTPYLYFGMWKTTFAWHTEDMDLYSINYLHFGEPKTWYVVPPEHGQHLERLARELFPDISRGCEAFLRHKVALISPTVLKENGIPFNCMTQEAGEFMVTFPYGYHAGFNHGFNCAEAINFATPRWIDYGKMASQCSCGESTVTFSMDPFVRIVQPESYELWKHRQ
# Numbers without * were called inactive; i = inactive; u = inconclusive; x = no result given; & = joins results of further samples; [ ] = dose if it differs, or a comment. Unless noted, the call rests on the fitted dose curve; in most records, active means well fitted curve in the direction sought with a large enough effect; inconclusive means small, poorly fitted or top-dose-only effect, or another doubt; inactive means no such curve, though single readings can be large; an effect the other way counts as inactive or inconclusive. Potency means the concentration at half of the fitted maximal effect. Not all compounds are listed; the hit share may differ from the screen's.
mol	RECQ1 helicase	Epigenetic reg	IMPase Li inh	Luc counter	SMN2 splice up	GoLoco inh red	NPSR antag	KDM4E inh
CNC(=O)CSc1nc2c([nH]c3ccccc32)c(=O)n1CCOC	i	0.9%	-12.1%	-1.2%	u	0.6%	-3.1%	-19.7%
O=C(Nc1cccc(-c2cnc3ccccc3n2)c1)c1ccco1	-1.5%	0.0%	27.1%[38.3 µM]	-3.2%	0.3%	16.0%	-21.9%[46.1 µM]	u
COCc1nnc(NS(=O)(=O)c2ccccc2)s1	-8.6%	0.6%	20.2%[38.3 µM]	4.5%	-0.3%	10.0%	-13.8%[46.1 µM]	-7.0%
COc1ccccc1C(=O)Nn1c(C2CCC2)nc2ccccc2c1=O	-0.9%	0.3%	6.1%[38.3 µM]	-4.0%	-19.6%	-1.7%	-18.9%[46.1 µM]	6.6%
CC(C[N+](C)(C)C)OC(N)=O (stereo not given)	-9.9%&-1.5%&14.8%	1.0%&-1.2%&1.1%&-0.3%	-0.8%&9.2%&-1.0%&3.1%	-0.2%&-3.7%&-4.3%	-17.3%&17.8%&-1.4%&3.0%	10.9%&7.8%&2.4%&4.4%	15.9%	-2.6%&12.4%&-3.4%
O=C(CCCCCn1c(=O)[nH]c2ccccc2c1=O)N1CCN(Cc2ccc3c(c2)OCO3)CC1	-8.6%	-1.0%	3.1%[38.3 µM]	-3.0%	-19.2%	4.9%	-9.0%[46.1 µM]	-3.2%
CC(C)CNC(=O)COC(=O)c1cccc(S(=O)(=O)NCC(F)(F)F)c1	i	1.5%	x	x	x	-8.4%	15.0%	-12.7%
CN(C)CCCN1c2ccccc2Sc2ccc3ccccc3c21	x	x	20.9%	-0.4%[7.66 µM]	-13.3%[9.22 µM]	2.4%[14.2 µM]	x	x
CCOC(=O)N1CCC(NC(=O)CCC(=O)N2CC(C)Oc3ccccc32)CC1 (stereo not given)	-1.8%	-0.9%	-3.9%[38.3 µM]	-0.9%	-5.7%	-11.9%	-3.9%[46.1 µM]	5.2%
O=C(O)c1ccccc1S	2.2%	0.1%	-3.8%	-0.5%	-10.2%	-4.0%	-13.6%	-5.8%
CCCCCCNC(=O)CC(c1ccccc1)c1cc(Br)ccc1O (stereo not given)	-9.0%	0.1%	18.3%	1.0%	-22.1%	-15.3%	u	5.4%
COc1ccc(C(=O)/C=C/Nc2ccc(C)cn2)cc1OC	-11.4%	-2.0%	-2.0%	1.6%	11.2µM*	7.4%	0.2%[46.1 µM]	u
Nc1cccc(C(=O)OCC(=O)NC2CCCc3ccccc32)c1 (stereo not given)	-0.5%	-0.4%	4.3%	0.5%	-8.3%	7.6%	6.4%	u
CCOC(=O)c1oc2c(c1C)C(=O)CCC2	-18.0%	1.0%	-0.1%	-0.4%	-4.9%	-0.8%	22.9%	-1.7%
COC(=O)C1CC1C(NC(=O)[C@H]1CCCCN1)c1ccccc1 (stereo not given in full)	-12.2%	0.4%	1.3%	-0.3%	-5.0%	4.7%	x	6.9%
O=C(Nc1ccc2c(c1)OCO2)OCc1ccccc1	-13.3%	1.3%	15.3%[38.3 µM]	-14.6%	20µM*	-13.3%	-28.5%[46.1 µM]	-7.7%
Nc1ccc(-c2nc3cc(N)ccc3n2CCO)cc1	1.3%	-1.1%	x	x	x	-4.0%	-5.7%	u
O=C(CNC(=O)c1ccc2c(c1)OCCO2)N/N=C/c1ccc(O)cc1O	-8.7%	3.4%	5.9%	-0.3%	6.6%	6.8%	10.6%	12.6µM*
CC1CC2OC2/C=C\C=C/C(=O)Cc2c(Cl)c(O)cc(O)c2C(=O)O1 (stereo not given)	-3.4%	-2.2%	22.7%	-1.1%[39.9 µM]	x	-5.0%	x	x
Cc1cc2ncn(S(=O)(=O)c3ccc(S(=O)(=O)N4CCOCC4)cc3)c2cc1C	0.6%	0.0%	13.2%[38.3 µM]	-1.4%	-23.1%	2.0%	4.4%[46.1 µM]	3.6%
CC1CCCC(NC(=O)CCCn2c(=O)[nH]c3cc(Cl)ccc3c2=O)C1C (stereo not given)	-6.4%	0.3%	18.9%[38.3 µM]	6.8%	-17.7%	3.1%	-11.2%[46.1 µM]	-3.1%
Cc1ccc(N(CN2CCCC2=O)C(=O)c2ccccc2)cc1	i	1.3%	1.6%	1.6%	15.5%	11.9%	12.6%	1.6%
CCNC(=S)N/N=C/c1ccc(F)cc1	-5.5%	-1.2%	-3.1%	4.0%	-5.6%	7.4%	-9.2%	4.0%
CSc1ccc(C(=S)N2CCN(Cc3ccccc3)CC2)cc1	-8.1%	-1.3%	7.9%[38.3 µM]	-3.2%	4.4%	-1.6%	-15.7%[46.1 µM]	2.9%
C#C[C@]1(OC(C)=O)CCC2C3CCC4=CC(=O)CCC4C3CC[C@]21C (stereo not given in full)	i	3.7%	16.5%	-0.3%	-1.8%	-0.5%	x	-7.0%
C=C(C)COc1ccc(-c2[nH]ncc2Oc2ccccc2OCC)c(O)c1	4.9%	-0.9%	13.6%[38.3 µM]	1.0%	-43.1%[inhibitor]	1.7%	u	-3.5%
COCCCn1c(CCC(=O)O)ccc1-c1cccs1	-6.1%	-1.1%	16.1%[38.3 µM]	5.7%	3.8%	1.7%	-18.1%[46.1 µM]	u
CCOc1cc(C(=O)NCc2ccncc2)cc(OCC)c1OCC	-6.1%	-17.5%	19.2%[38.3 µM]	-2.0%	-5.6%	10.2%	-7.5%[46.1 µM]	-4.1%
C#CCSc1nnc(-c2cc3c(C(F)(F)F)nn(C)c3s2)n1C	4.2%	0.8%	7.3%[38.3 µM]	0.7%	-1.7%	-7.6%	-14.8%[46.1 µM]	-62.7%
NC(=O)c1ccc(NCCCN2CCOCC2)c([N+](=O)[O-])c1	i	1.1%	3.2%	-2.0%	-2.8%	14.5%	-2.1%	u
O=C(c1ccccc1CCc1ccccc1)N1CCN(c2ccccn2)CC1	-1.9%	0.0%	5.1%[38.3 µM]	1.4%	-32.3%[inhibitor]	2.3%	-26.5%[46.1 µM]	-25.1%
Cc1ccc2[nH]c3c(=O)n4c(nc3c2c1)SCC4	-7.1%	-3.1%	8.3%	-0.4%	-3.5%	-3.5%	23.5%	u
Cn1c(=O)oc2cc(S(=O)(=O)N3CCC(C(=O)NCCc4ccccc4)CC3)ccc21	-4.3%	2.1%	x	x	x	8.5%	4.6%	-4.0%
COc1ccc(CNC(=O)CCC(=O)Nc2nnc(C(C)C)s2)cc1	-19.1%	2.5%	x	x	x	1.0%	30.1%	-15.9%
CC(C(=O)N1CCOCC1)N1C(=O)C2C3CC(C(Br)C3Br)C2C1=O (stereo not given)	-0.4%	-0.9%	6.0%	0.5%	24.9%	10.8%	4.4%	0.6%
CCOC(=O)Cc1n[nH]c(=O)c2ccccc12	i	-2.4%	-7.0%	-1.1%	-7.8%	0.1%	14.4%	0.4%
O=C(Nc1ccccc1)C1CCCN(S(=O)(=O)c2ccc(-n3cnnn3)cc2)C1 (stereo not given)	u	0.0%	13.2%[38.3 µM]	1.7%	7.9%	7.9%	u	0.1%
O=C(CSc1c2c(nc3ccc(Cl)cc13)CCCC2)NCc1ccco1	-4.9%	1.8%	36.1%[activator][38.3 µM]	0.0%	1.4%	4.8%	-15.8%[46.1 µM]	-1.1%
Cc1ccc(-n2c(O)c(/C=N/NC(=O)C3COc4ccccc4O3)c3ccccc3c2=O)cc1 (stereo not given)	-3.2%	0.0%	-2.1%	4.4%	-22.1%	79.9%[activator]	-11.8%	u
NS(=O)(=O)c1ccc(CCNC(=O)CCCOc2ccccc2)cc1	-19.1%	1.1%	-0.7%	-3.6%	-0.3%	5.2%	6.9%	0.4%
CCN(CC(=O)Nc1ccccc1C(=O)OC)S(=O)(=O)c1ccccc1	i	0.0%	17.0%[38.3 µM]	1.7%	-18.7%	11.8%	-17.5%[46.1 µM]	u
COc1ccc(-c2nc(-c3cccs3)c(-c3cccs3)[nH]2)cc1OC	-7.9%	0.0%	-17.3%[38.3 µM]	-3.7%	u	27.5%	-12.1%[46.1 µM]	u
N#CCCn1c(=O)c(-c2cc(F)cc(F)c2)nc2cnc(OCc3ccccc3)nc21	-0.3%	x	6.4%	-3.1%	-19.2%	9.8%	x	x
CSc1nc(-c2ccccc2)nc(NC(=O)c2ccccc2)c1C(C)=O	-5.6%	-1.9%	14.2%	-1.6%	-17.6%	7.3%	-36.0%	-10.3%
O=S(=O)(NCc1cccnc1)c1ccc(Cl)c(Cl)c1Cl	-23.9%	-0.5%	-14.1%[38.3 µM]	-0.8%	-5.4%	8.2%	4.8%[46.1 µM]	-6.4%
O=C(NC1CCCc2ccccc21)c1ccc(=O)[nH]c1 (stereo not given)	-3.6%	1.2%	-7.1%[38.3 µM]	0.3%	6.3%	1.7%	-7.4%[46.1 µM]	-9.3%
C=C(c1ccc(OC)cc1)c1ccc(OC)cc1	-8.5%	0.0%	33.6%[activator][38.3 µM]	-2.9%	8.4%	-7.4%	-1.5%[46.1 µM]	-2.9%
CCC(=O)NCCc1cc2ccc(C)cc2[nH]c1=O	2.5%	5.1%	12.2%[38.3 µM]	0.6%	-11.3%	-14.5%	22.8%[46.1 µM]	-7.9%
O=C(O)COCC(=O)NCc1csc2ccccc12	21.5%	-0.2%	x	x	x	5.5%	-19.2%	-4.6%
Cc1ccc(S(=O)(=O)Cc2ccc(C(=O)NCc3ccc4c(c3)OCO4)o2)cc1	-28.7%	-3.2%	18.9%[38.3 µM]	1.0%	-55.7%[inhibitor]	44.8%[activator]	0.3%[46.1 µM]	-0.4%
Cc1ccc(-n2ncc3c2ncn2c(C)nnc32)cc1C	-5.5%	-2.2%	-5.3%[38.3 µM]	-19.6%	u	10.0%	-5.9%[46.1 µM]	1.9%

# Assay outcomes (PubChem BioAssay)
